High-throughput results deposited in PubChem by The Scripps Research Institute Molecular Screening Center.
GBA enhancer: GBA activity enhancers in patient fibroblasts, primary screen, cell-based; L444P Gaucher fibroblasts, 4-MU-glucoside fluorescence, 3 days; actives 0.44% (n = 30,000); activation, % at 10 µM; in the data active = activation above about 65%;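 note: 0% = vehicle wells and 100% = positive control wells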
Target sequence (P04062 whole entry L483P): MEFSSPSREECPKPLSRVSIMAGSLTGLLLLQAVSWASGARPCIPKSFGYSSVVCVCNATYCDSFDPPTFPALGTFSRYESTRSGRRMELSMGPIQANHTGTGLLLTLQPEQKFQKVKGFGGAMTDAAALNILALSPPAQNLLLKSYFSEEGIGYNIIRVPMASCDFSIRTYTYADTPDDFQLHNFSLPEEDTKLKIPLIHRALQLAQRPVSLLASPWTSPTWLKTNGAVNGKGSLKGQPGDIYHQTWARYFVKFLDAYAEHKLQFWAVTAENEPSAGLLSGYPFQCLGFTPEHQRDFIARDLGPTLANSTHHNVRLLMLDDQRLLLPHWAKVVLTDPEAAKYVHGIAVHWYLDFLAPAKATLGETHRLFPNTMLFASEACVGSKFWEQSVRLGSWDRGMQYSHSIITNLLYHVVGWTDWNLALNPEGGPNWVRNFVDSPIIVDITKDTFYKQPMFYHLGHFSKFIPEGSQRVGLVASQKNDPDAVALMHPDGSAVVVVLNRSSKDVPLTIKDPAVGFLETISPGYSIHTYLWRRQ
The depositor's hits bear a star. A portion of the library; the hit share may differ from the screen's.

SMILES	GBA enhancer
Cn1c(=O)c2c(-c3ccncc3)c3c(nc2n(C)c1=O)-c1ccccc1C3=O	-21
Cc1cccc(OCC(=O)Nc2ccccc2N2CCN(C(=O)C(C)C)CC2)c1C	-34
COC(=O)c1ccccc1NC(=O)CN1C(=O)C2CCCN2c2ncc(Cl)cc21 (stereo not given)	-1
Cc1c2cccn2cc[n+]1C	0
COc1ccc2[nH]c(=O)c(CN(Cc3ccc4c(c3)OCO4)C(C)=O)cc2c1	-10
C/C(=N\O)C(=O)NCCN1CCCCC1	60
CC1Cc2ccccc2N1C(=O)COc1nc2ccccc2nc1N1CCOCC1 (stereo not given)	34
CCOC(=O)N1CCN(C(=O)c2cn(CCOC)c(=O)c3c2c2ccccc2n3C)CC1	0
O=C(CN1C(=O)C2C3C=CC(C3)C2C1=O)NC1CCCc2ccccc21 (stereo not given)	-6
Cc1nnc(SCCn2c(N3CCCCC3)nc3c2c(=O)[nH]c(=O)n3C)s1	3
COc1ccc2nc(NC(=O)c3ccc(-n4nc(C)cc4C)cc3)sc2c1	2
CC(=O)N1CCc2cc(NS(=O)(=O)c3cccs3)ccc21	-10
CCOc1ncccc1C(=O)OCc1cc(=O)oc2c(C)c(C)ccc12	-2
CC1(C)CC(=O)C2=C(C1)Nc1ccccc1NC2c1ccccn1 (stereo not given)	-2
CCOC(=O)C1CCCN(C(=O)c2cc3ncc(Br)cn3n2)C1 (stereo not given)	-31
O=C(O)C1CCCN1S(=O)(=O)c1cc(Cl)ccc1Cl (stereo not given)	-1
O=C(Nc1ccc(Cl)cn1)c1cc2ccccc2o1	-44
CN(C(=O)c1cccc(N2C(=O)C3CC=CCC3C2=O)c1)C1CCCCC1 (stereo not given)	19
c1ccc(-c2nc3cc(Oc4ccc5oc(-c6ccccn6)nc5c4)ccc3o2)nc1	-6
CCOC(=O)c1oc2ccccc2c1NC(=O)COc1cccc(OC)c1	-38
CC(=NC(C)C)C1=C(O)CCC1=O	1
C/C(=N\n1nnnc1Nc1ccccc1)c1ccc(N)cc1	-17
O=C(OCC(=O)N1CCCC1)c1cccs1	-14
Cc1cccc(OCC(=O)OCC(=O)c2c(N)n(C)c(=O)n(C)c2=O)c1	-18
O=C(OCc1nc2ccccc2s1)c1cnccn1	-25

Sorted by heavy-atom count (descending): part of the list above.
SMILES	GBA enhancer
CCOC(=O)N1CCN(C(=O)c2cn(CCOC)c(=O)c3c2c2ccccc2n3C)CC1	0
c1ccc(-c2nc3cc(Oc4ccc5oc(-c6ccccn6)nc5c4)ccc3o2)nc1	-6
CC1Cc2ccccc2N1C(=O)COc1nc2ccccc2nc1N1CCOCC1 (stereo not given)	34
COC(=O)c1ccccc1NC(=O)CN1C(=O)C2CCCN2c2ncc(Cl)cc21 (stereo not given)	-1
Cn1c(=O)c2c(-c3ccncc3)c3c(nc2n(C)c1=O)-c1ccccc1C3=O	-21
Cc1nnc(SCCn2c(N3CCCCC3)nc3c2c(=O)[nH]c(=O)n3C)s1	3
O=C(CN1C(=O)C2C3C=CC(C3)C2C1=O)NC1CCCc2ccccc21 (stereo not given)	-6
CC1(C)CC(=O)C2=C(C1)Nc1ccccc1NC2c1ccccn1 (stereo not given)	-2
CCOC(=O)C1CCCN(C(=O)c2cc3ncc(Br)cn3n2)C1 (stereo not given)	-31
C/C(=N\n1nnnc1Nc1ccccc1)c1ccc(N)cc1	-17
CC(=O)N1CCc2cc(NS(=O)(=O)c3cccs3)ccc21	-10
O=C(O)C1CCCN1S(=O)(=O)c1cc(Cl)ccc1Cl (stereo not given)	-1
O=C(OCC(=O)N1CCCC1)c1cccs1	-14
C/C(=N\O)C(=O)NCCN1CCCCC1	60
CC(=NC(C)C)C1=C(O)CCC1=O	1
Cc1c2cccn2cc[n+]1C	0

Continuation:
SMILES	GBA enhancer
CCc1ccccc1NC(=O)CN(C)Cc1nc(N)nc(Nc2ccccc2C)n1	16
COc1ccc(C(=S)N(C)C)cc1OC	-11
O=C(COc1ccccc1)n1nc(-c2ccc(Cl)cc2)nc1NCc1ccco1	-32
COc1ccc(S(=O)(=O)NCCc2csc(C)n2)cc1C	-6
O=C(NCCc1ccccc1)C1CCCN(S(=O)(=O)c2cccnc2)C1 (stereo not given)	9
CCn1c(CC(=O)Nc2ccc(C)cc2)nnc1SCC(=O)NCc1ccccc1	0
COc1ccccc1C(CCN(Cc1cccs1)C(C)=O)c1ccco1 (stereo not given)	-6
CN(C)C(=O)c1c(-c2ccccc2)oc2ccc(O)cc12	-5
Cc1cc(=O)oc(C)c1C(=O)NCc1c(F)cc(F)cc1F	-36
Cc1nn(C/C(C#N)=N\O)c(C)[n+]1N	-24
O=C(CSc1nnc(Cc2ccccc2)n1Cc1ccco1)NC12CC3CC(CC(C3)C1)C2	-7
CCOc1ccccc1C1C(C(=O)OC)=CN(C)C=C1C(=O)OC	-2
Cc1ccc(C)c(-n2nnnc2Sc2nnnn2-c2ccccc2)c1	-60
O=C(NCc1ccco1)C(c1cccs1)N(Cc1ccccc1)C(=O)Cn1nnc2ccccc21 (stereo not given)	5
COC(=O)/C(=C1/Oc2cc3c(cc2S1)OCO3)C(F)(F)F	12
O=C(CSc1nnc(-c2ccncc2)n1Cc1ccco1)Nc1ccccc1Cl	-6
Cc1cccc2cc3c(N)c(C#N)sc3nc12	-29
Cc1ccc(S(=O)(=O)NC(CC(=O)O)c2ccccc2)c(C)c1 (stereo not given)	-16
COc1ccc(C2N3CC4(C)CN2CC(C)(C3)C4)cc1OC (stereo not given)	-1
CCCCOC(=O)Cn1cnc2ccc(Br)cc2c1=O	-7
O=C(NCC1CCCO1)c1cc2ccccc2[nH]1 (stereo not given)	-11
CCCCN(c1ccccc1)S(=O)(=O)c1ccc2c(c1)CCN2C(=O)CCC(=O)O	-21
O=C1c2[nH]nc(-c3ccccc3O)c2C(c2cccc(Cl)c2)N1Cc1ccco1 (stereo not given)	2
CC1CCC(NC(=O)CN2C(=O)C3CCCN3c3ncc(Cl)cc32)CC1 (stereo not given)	-3
CCCCS(=O)CC(CS(=O)CCCC)OC(=O)c1ccccc1 (stereo not given)	-32
New compounds follow:
SMILES	GBA enhancer
Cc1c(C(=O)O)oc2c1C(O)CC(C)(C)C2 (stereo not given)	-11
O=c1[nH]c(SCc2n[nH]c(=S)n2-c2ccccc2)nc2ccccc12	7
COc1ccc(C(N)CCc2ccc(C)o2)cc1 (stereo not given)	-36
CCn1c(C)c2c(C)nnc(C)c2c1C	5
CC(=O)c1c(C)[nH]c(C(=O)OC2CCOC2=O)c1C (stereo not given)	6
CC1(C)Cc2nc3n[nH]c(N)c3cc2CO1	9
Cn1c(N)c(C(=O)COC(=O)Cn2cc(C(F)(F)F)ccc2=O)c(=O)n(C)c1=O	-3
CN1CCN(CC(C)(C)NS(=O)(=O)c2ccc(Cl)cc2)CC1	7
COC(=O)c1ccc(CSc2nnc3ccccn23)o1	0
Cc1ccc(Cl)cc1N1CCN(Cc2nc3c(c(=O)[nH]c(=O)n3C)n2CCc2ccccc2)CC1	-48
COC(=O)c1sccc1NC(=O)CN1CCN(c2ccc(F)cc2)CC1	-7
CCC(=O)N1CCCc2cc(S(=O)(=O)N3CCN(c4ccccn4)CC3)ccc21	-19
CCOc1ccc(C2C3=C(CCCC3=O)Nc3nc(C(F)(F)F)nn32)cc1OC (stereo not given)	-19
CS(=O)(=O)c1ccc2nc(NC(=O)CN3CCCCCC3)sc2c1	-14
O=C1OCCC1Sc1nnc(-c2ccc3c(c2)OCO3)n1-c1ccccc1 (stereo not given)	-1
CCOc1ccc(N(CC(=O)NCCCOC)S(C)(=O)=O)cc1	1
Cn1c(=O)[nH]c(=O)c2c1nc(CN1CCN(c3ccc(F)cc3)CC1)n2CCCc1ccccc1	-8
COC(=O)C1=C(NC(=O)c2ccc(C)c(C)c2)CCS1	14
CCNC(=O)Nc1cc2nc(C)n(Cc3ccc(Br)cc3)c2nc1C	-21
CCOc1ccccc1N=C1NC(=O)CS1	-12
COCCNC(=O)c1ccc(N(C)S(=O)(=O)c2ccc(OC)c(OC)c2)cc1	-37
Cc1cc(C)nc(NS(=O)(=O)c2cccs2)c1	-8
CC(CC1C(C#N)=C(N)SC(N)=C1C#N)c1ccccc1 (stereo not given)	-19
CCN1CCN(Cc2c(OC)ccc3ccccc23)CC1	9
CCOc1ccccc1OCc1nn2c(-c3ccc(C)cc3)nnc2s1	7
The list continues:
SMILES	GBA enhancer
Cc1cc(C(F)F)n2nc(C(=O)Nc3cccc(C(F)(F)F)c3)nc2n1	-14
CC(=O)Nc1cc(S(=O)(=O)C(F)(F)F)ccc1Cl	-1
CC(=O)c1ccc(Nc2ncnc3c2oc2ccccc23)cc1	9
COC(=O)c1c(C(=O)NCc2ccccc2)ncn1CC(O)COc1ccccc1 (stereo not given)	-58
CC1CCN(c2nc3c(c(=O)[nH]c(=O)n3C)n2CCSc2nc3ccccc3o2)CC1	5
C=CCn1c(SCC(=O)Nc2ccccc2OC)nnc1-c1ccco1	0
Cc1sc2ncnc(Oc3ccc(-n4ccnc4)cc3)c2c1C	-23
COC(=O)COc1ccc(S(=O)(=O)NCc2cccnc2)cc1	42
CCOC(=O)N1CCN(C(=O)CSc2nnc(C3COc4ccccc4O3)o2)CC1 (stereo not given)	7
O=[n+]1c2c(n([O-])c3cc(F)c(N4CCCC4)cc31)CCCC2	0
COc1cc(OC)cc(C(C)=O)c1	5
CC(C(=O)c1ccccc1)n1c(N2CCOCC2)nc2c1c(=O)n(C)c(=O)n2C (stereo not given)	-34
CC1=C(C(N)=O)C(c2ccc3c(c2)OCO3)n2nc(-c3cccc(C)c3)nc2N1 (stereo not given)	-30
COc1cc(Cl)cc(NC(=O)CCN2CCN(C)CC2)c1	-24
O=C(NCC(=O)N(Cc1cccs1)C(C(=O)NC1CCCC1)c1ccco1)c1cccs1 (stereo not given)	-3
CCOC(=O)N1CCN(C(=O)CSc2nc(-c3cccc(C)c3)ns2)CC1	-7
CCc1c(C)c2ccc(O)c(CN(C)C)c2oc1=O	-7
COc1ccc(N2CCN(CCNS(=O)(=O)c3cccc4nsnc34)CC2)cc1	-15
COc1ccc(C(CNC(=O)c2cccnc2SC)N2CCOCC2)cc1 (stereo not given)	-12
CCS(=O)(=O)N1Cc2ccccc2CC1C(=O)OCC(=O)Nc1ccc(C)cc1 (stereo not given)	-5
COc1ccccc1CNC(=O)COC(=O)C1=COCCO1	-19
CCC(=O)c1cccc2c1N=CC1=C(CC(C)(C)CC1=O)N2	-7
Cc1ccc(Cl)cc1N1CCN(Cc2nnnn2C2CCCCC2)CC1	-12
O=c1[nH]cnc2nn(-c3ccccc3)nc12	-12
CN(Cc1nc2ccccc2c(=O)[nH]1)CC(O)COCc1ccco1 (stereo not given)	3
New compounds follow
SMILES	GBA enhancer
Fc1ccc(Cn2nnc(-c3ccc(CN4CCOCC4)cc3)n2)cc1	-5
CC(C)NC(=O)Cn1cnc2c1c(=O)n(C)c(=O)n2C	3
Cn1ncc(Cl)c1C(=O)Nc1cccnc1	25
O=C(Nc1nc2ccc(S(=O)(=O)N3CCCCC3)cc2s1)C1CCCO1 (stereo not given)	-1
CC1=C(C(=O)OCC(C)C)C(c2cccc(F)c2)N2C(=O)C(C)SC2=N1 (stereo not given)	-1
Cc1ccc(C(=O)Nc2nnn(C)n2)cc1	41
Cc1nc(SCc2c(F)cccc2Cl)c2c(=O)n(C)c(=O)n(C)c2n1	-13
COC(=O)c1ccc(CSc2nc3scc(-c4cccs4)c3c(=O)[nH]2)o1	-6
O=C1C2CCCN2C(c2ccccc2F)N1c1ccc(Cl)cc1 (stereo not given)	-10
COc1ccccc1N1CCN(S(=O)(=O)c2cccc3nsnc23)CC1	3
COc1ccc(C(=O)COC(=O)CCn2nnc(-c3cccc(O)c3OC)n2)cc1	-13
C=CCn1c(SCC(=O)c2cc(C)n(C(C)COC)c2C)nc2sc(C)c(C)c2c1=O (stereo not given)	30
O=C(Nc1ccccc1F)c1ccncc1	22
CCOC(=O)c1cnc2c(C(F)(F)F)cccc2c1N1CCOCC1	-35
Cc1ccc(C)n1-c1ncn[nH]1	-9
O=C(CSc1nc2ccccc2o1)Nc1nc2c(s1)CCCC2	-2
CCCCOc1ccc(S(N)(=O)=O)cc1	-17
CCN(CC)S(=O)(=O)c1ccc(C(=O)Nc2ccc3c(c2)OCCO3)cc1	8
CCCCn1nnc(NC(=O)Cc2ccc(Cl)cc2)n1	0
Cc1nc2sccn2c1-c1csc(NCc2ccccc2)n1	-3
CC(C)(C)NC(=O)c1ccc(COCC(F)(F)F)o1	0
O=C(O)CCCC(=O)Nc1cccc(-c2nc3ccccc3[nH]2)c1	-43
COC(=O)c1cnn(-c2ccc(C)c(C)c2)c1-n1cccc1	9
CC(C)CCC(C(=O)O)C(C)CC(=O)NC1CCCCC1 (stereo not given)	-32
O=C(CN(Cc1ccco1)C(=O)Cn1nnc(-c2cccs2)n1)NCc1ccccc1	-1
Remaining list, next part.
SMILES	GBA enhancer
CCSc1nc(N2CCOCC2)c2c(c1C#N)CCCC2	-29
Cc1cc(N2CCCCC2)nc(SCC(=O)c2ccccc2)n1	13
CCOC(=O)C1C(=O)CC(C)(O)C(C(=O)OCC)C1c1ccccc1OC (stereo not given)	-10
Cc1cc(C)cc(N2C(=O)N(c3ccccc3C)C3CS(=O)(=O)CC32)c1 (stereo not given)	-13
CCc1c(O)nc(SCC(=O)NCc2ccco2)[nH]c1=O	21
CCS(=O)(=O)NCC(c1cccnc1)N1CCN(c2ccccc2F)CC1 (stereo not given)	-15
COc1ccc(CCNC(=O)C2CCCN(c3nn4c(=O)cc(C)nc4s3)C2)cc1OC (stereo not given)	-39
O=C(O)Cn1c(CC(=O)N2CCCC2)nc2ccccc21	-18
Cc1ccc(Cc2cncc(O)c2)cc1S(=O)(=O)O	-24
COc1ccc(C(=O)N2CC(=O)N(CCc3ccccc3)C(=O)C2)cc1OC	-1
COc1cc2c(cc1OC)-c1cc(OCc3cccnc3)nc(=O)n1CC2	-12
O=C(CSc1ccc2nnc(-c3cccc(F)c3)n2n1)NCC1CCCO1 (stereo not given)	-10
Cc1ccc(-n2nc(C(=O)N3CCN(C)CC3)c3c4ccccc4n(C)c3c2=O)cc1	-8
